Assay outcomes deposited in PubChem by National Center for Advancing Translational Sciences (NCATS).
Pf growth 48h: P. falciparum growth inhibition at 48 hours (one generation). P. falciparum luciferase growth in erythrocytes, 48 h. 5.9% of 310,000 active. Potency, µM (titrated, usually from 28.7 µM), without a hit: at the highest dose activity change, negative = inhibition, hits mostly inhibitors; also: potency is read from the fitted curve at half-maximal effect; % is scaled to controls: 0 for no effect and ±100 for the full control effect
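Erythrocytes infected with P. falciparum carrying an integrated firefly luciferase reporter (2% hematocrit, 0.1% parasitemia final) were exposed to compounds in RPMI 1640 with 0.5% Albumax at 37 C, 5% CO2. Growth inhibition was scored as reduced luminescence.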
TbPYK inhibitor: inhibitors of Trypanosoma brucei pyruvate kinase. Q57TT1. TbPYK enzyme, Kinase-Glo Plus ATP luminescence, 45 min. Potency, µM (highest dose often 76.8 µM), for inactives: at the top dose activity, negative = inhibition, actives largely listed as inhibitors. 0.12% of 410,000 active. AID 624173; also: potency is read from the fitted curve at half-maximal effect; % is scaled to controls: 0 for no effect and ±100 for the full control effect; nearly all actives have a fitted effect of over 50% in size
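Luminescence from Kinase-Glo Plus, added after a 45-minute room-temperature reaction, served as the end-point read-out. The enzyme and substrate were preincubated with compound before ADP (130 uM final) initiated turnover. Concentration-effect curves came from normalized qHTS data.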
LmPK inh: inhibitors of Leishmania mexicana pyruvate kinase; Q27686; purified LmPK, Kinase-Glo ATP luminescence, 1 h; Potency, µM (top dose mostly 57.5 µM), inactives show at the highest dose activity change, negative = inhibition, usual class: inhibitors; 0.37% of 290,000 active; also: potency is read from the fitted curve at half-maximal effect; % is scaled to controls: 0 for no effect and ±100 for the full control effect
Target sequence (Q27686 whole entry, looked up): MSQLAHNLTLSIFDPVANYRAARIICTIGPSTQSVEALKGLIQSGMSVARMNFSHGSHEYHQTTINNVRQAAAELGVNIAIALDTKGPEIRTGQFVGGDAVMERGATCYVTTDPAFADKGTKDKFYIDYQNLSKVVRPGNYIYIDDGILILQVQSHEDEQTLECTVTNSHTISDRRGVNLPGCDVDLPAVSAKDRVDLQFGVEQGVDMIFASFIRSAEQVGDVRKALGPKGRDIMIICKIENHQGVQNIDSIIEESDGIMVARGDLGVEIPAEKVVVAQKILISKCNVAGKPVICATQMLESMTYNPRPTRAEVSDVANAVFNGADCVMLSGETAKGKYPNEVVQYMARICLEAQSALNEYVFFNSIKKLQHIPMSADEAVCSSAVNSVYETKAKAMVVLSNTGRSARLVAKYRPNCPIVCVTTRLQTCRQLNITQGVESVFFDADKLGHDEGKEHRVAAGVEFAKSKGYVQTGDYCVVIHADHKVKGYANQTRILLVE
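ATP generated from ADP (0.1 mM) and PEP (0.5 mM) by 0.1 nM LmPK over 1 h at room temperature (pH 7.2 imidazole buffer) was detected by coupled luciferase luminescence. Values were normalized to uninhibited and no-enzyme wells.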
HCV inhibitor: blocks hepatitis C virus; AID 651820; Huh7.5.1 HCVcc-Cre infection, luciferase reporter, 44 h; 3.4% of 340,000 active; Potency, µM (series often up to 41.8 µM), for inactives: top-dose activity change, negative = inhibition, actives largely listed as inhibitors; also: potency is read from the fitted curve at half-maximal effect; % is scaled to controls: 0 for no effect and ±100 for the full control effect
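Compounds are dispensed onto cells plated 4 h earlier at 1,000 per well, with HCVcc-Cre virus (about 0.5 moi) added next. Following 44 h of culture, luminescent signal is measured for 15 sec after 15 min with substrate at room temperature.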
Shiga inhibitor: blocks Shiga toxin action in Vero cells | Vero cells, Shiga toxin protein synthesis inhibition reporter | inhibition, % at 38.7 µM | 9.2% of 290,000 active | AID 2315; in the data active = inhibition mostly above about 28%, no sharp cut-off; inactive = mostly below about 43%; also: 0% is about no effect
CHX counter: affects cycloheximide protein synthesis inhibition readout, counter-screen. 12% of 300,000 active. AID 2314. max response, %. cell reporter, cycloheximide protein synthesis inhibition counterscreen; in the data active = max response mostly above about 13%, no sharp cut-off; inactive = mostly below about 14%; also: read at 38.3 µM for the half of the compounds with a filed dose; 0% is about no effect
Pf growth 96h: P. falciparum growth inhibition at 96 hour, primary screen for plastid delayed-death inhibitors | 6.9% of 320,000 active | P. falciparum luciferase reporter growth, 96 h | AID 504834 | Potency, µM (series often up to 28.7 µM), without a hit: at the top dose activity change, negative = inhibition, actives largely listed as inhibitors; also: potency is read from the fitted curve at half-maximal effect; % is scaled to controls: 0 for no effect and ±100 for the full control effect
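P. falciparum expressing integrated firefly luciferase, in erythrocytes at 2% hematocrit, 0.05% parasitemia, incubated with compounds 96 h at 37 C, 5% CO2. Growth inhibition read as loss of luminescence; two-generation exposure targets delayed-death apicoplast inhibitors.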
Starred values were filed as active, the others as inactive; ? = inconclusive; . = not tested or not shown; & = joins results of further samples; [ ] = another dose, or the depositor's remark. Unless noted, calls follow the shape of the dose curve; as a rule, active = well fitted curve in the direction sought with a large enough effect; inconclusive = small, poorly fitted or top-dose-only effect, or another doubt; inactive = no such curve, though single readings can be large; an effect the other way counts as inactive or inconclusive. Random draw from the library; about 24% have a hit in one of these screens.

SMILES	Pf growth 48h	TbPYK inhibitor	LmPK inh	HCV inhibitor	Shiga inhibitor	CHX counter	Pf growth 96h
Cc1ccc(S(=O)(=O)NNC(=O)c2cnn(-c3ccc(Cl)cc3)c2C(F)(F)F)cc1	0%	-6%	2%	-10%	3	-2	4%
O=C1CCCc2nc3nc4ccccc4n3cc21	13%	.	3%	.	-19	-2	7%[5.75 µM]
O=C(NC(c1ccccc1)c1ccccc1)c1ccc(CO)cc1	?	-2%	0%	-4%	-1	-2	?
O=C(/C=C/c1ccccc1)Nc1cccnc1	98%[activator]	-3%	-13%	15%	33*	28*	?
COc1ccc(-c2csc(NC(=O)/C(N=Nc3ccccc3)=C(\C)O)n2)cc1	14%	.	-1%	.	8	8	59%[activator]
CC(=O)NC1CC2CCCC(C1)N2S(=O)(=O)c1ccccc1 (stereo unspecified)	1%	1%	-3%	7%	42	-2	-11%
COc1ccc(NC(=O)N2CCC(C(=O)c3ccc4c(c3)OCCO4)CC2)cc1	?	2%	-10%	?	25	21*	20%
CC(C)CCOC(=O)C1[C@H]2C(=O)N(Cc3cccs3)C[C@]23C=C[C@H]1O3 (stereo partly specified)	-14%	-6%	-6%	14%	-7	-4	-25%
COc1cc(C(=O)Nc2cccc(S(=O)(=O)N3CCCC3)c2)c([N+](=O)[O-])cc1OC	-12%	1%	.	?	.	.	-17%
COc1ccc(/C=N/Nc2ccc(C(=O)O)cc2)cc1OC	187%[activator]	-1%	-27%	10%	43	27*	314%[activator]
CCN1CCN(CCCN(Cc2ccco2)C(=S)Nc2ccccc2Cl)CC1	34%[activator]	3%	-18%	?	-6	-7	1.9µM*
CC1CC2(C)Oc3ccccc3CC2C(C)C1CNCCCN(C)C (stereo unspecified)	?	-5%	1%	?	-23	-2	?
O=C(CCCOc1ccccc1)Nc1cccc(S(=O)(=O)N2CCCCC2)c1	?	3%	.	?	.	.	?
O=C(CS(=O)c1ccc(F)cc1)N1CCOCC1 (stereo unspecified)	-5%[0.00184 µM]	3%	-5%	5%	1	-5	9%
N=C(N)c1ccc2cc(OC(=O)c3ccc(N=C(N)N)cc3)ccc2c1	12µM*	2%	.	.	.	.	1.1µM*
Cc1nn(-c2ccccc2)c(C)c1NC(=O)COC(=O)Cc1cccc(C(F)(F)F)c1	-7%	1%	.	10%	.	.	11%
NC(=O)C(=O)NN=C1CCC(c2ccccc2)CC1 (stereo unspecified)	-14%	5%	-3%	5%	15	9	-6%
COc1ccc2[nH]cc(C(=O)CCl)c2c1	7%	-7%	-3%	?	-7	-7	-5%
CCn1c(SCC(=O)NCC2CCCO2)nnc1-c1c[nH]c2ccccc12 (stereo unspecified)	-13%	-12%	13%	9%	37	-1	.
CC(C)N1CCC(N2CCN(Cc3cccnc3)CC2CCO)CC1 (stereo unspecified)	30%	-5%	8%	21%	-6	-1	27%
O=C(CSc1nc(-c2ccccc2)c(-c2ccccc2)[nH]1)NCC1CCCO1 (stereo unspecified)	-5%	-2%	1%	11%	-6	4	-18%
COc1ccccc1NC(=O)c1cnc2n(c1=O)CCS2	43%[activator]	0%	-4%	1%	17	8	?
S=C(NCCCN1CCOCC1)Nc1cccc(-c2nnc3n2CCCCC3)c1	3%	-4%	0%	11%	24	-5	?
COc1c(C)cc(C(=O)C2CCCN(Cc3cnc(C)s3)C2)cc1C (stereo unspecified)	?	-3%	1%	?	10	8	-14%
CN(C)/C=N/c1cc(=O)[nH]c(=O)n1Cc1ccccc1	26%	-1%	-1%	32%[activator]	-11	-3	-12%
CC(=O)NC(=S)Nc1ccc(NC(=S)NC(=O)/C=C/c2ccco2)cc1	2%	-5%	1%	-15%	-12	-3	7%
Cc1csc(SCC(=O)NC2CCCC2)n1	-18%	0%	.	27%	.	.	-15%
CCOC(=O)N1CCN(C2CCCN(C(=O)c3ccccc3SC)C2)CC1 (stereo unspecified)	4%	-3%	0%	10%	12	8	32%
C=CCn1c(O)c(C(CC)=NC(C)c2ccccc2)c(=O)[nH]c1=O (stereo unspecified)	?	6%	-2%	-25%	8	-1	-5%
CC(=O)Nc1nc(C)c(Oc2ccc(Cl)cc2)c(=O)[nH]1	44%[activator]	1%	-2%	16%	-5	-2	34%[activator]
N#Cc1ccc(CSc2nnc(-c3cccs3)n2-c2ccccc2)cc1	?	-4%	2%	0.63µM*	-18	-1	17µM*
COc1ccc(S(=O)(=O)N2CCCC2)c(Cl)c1Cl	-16%	-3%	-8%	23%	-3	-2	22%
COc1ccc(C)cc1S(=O)(=O)NC1CCCCC1	-7%	3%	0%	14%	27	-2	-20%
COCCNC(=O)c1cc2nc(-c3ccc(F)cc3)cc(C(F)(F)F)n2n1	17%	8%	-13%	-1%	-22	-3	?
CCOC(=O)CSc1nc2ccccc2c(=O)n1CC1CCC(C(=O)NCc2ccco2)CC1 (stereo unspecified)	?	4%	10%	18%	-29	-4	.
Cc1cc(C)c(NC(=O)C2CCN(c3cnccn3)CC2)c(C)c1	6%	4%	-1%	13%	14	-4	13µM*
CCOC(=O)c1sc(-c2ccc(Cl)cc2)nc1O	?	-1%	0%	29%	-14	-1	?
Cc1cccc(N2CC(C)Cn3c2nc2c3c(=O)[nH]c(=O)n2C)c1 (stereo unspecified)	-3%	6%	-6%	-2%	-7	-1	1%
CCN(c1cccc(C)c1)S(=O)(=O)c1cn(CC(=O)OC)c2ccc([N+](=O)[O-])cc12	7%	2%	1%	14%	5	18	?
COc1cc(/C=C/C(=O)Nc2nnc(CC(C)C)s2)cc(OC)c1OC	-3%	-3%	3%	-8%	8	2	?
CC(C)NC(=O)CN1C(=O)C(C)(C)Oc2ccc(C(=O)NC3CCCCC3)cc21	0%	1%	-8%	-7%	-2	-5	24%
Cc1cc2oc(C(=O)NCCc3ccc(S(N)(=O)=O)cc3)c(C)c2cc1C	-21%	0%	2%	?	-3	1	0%
COc1ccc(N/C(=N\c2nc(C)cc(C)n2)NC(C)=O)cc1OC	16%	0%	3%	?	-4	7	40%[activator]
Cc1ccc(Cl)cc1NC(=O)C1CCN(S(C)(=O)=O)CC1	5%	-1%	-4%	-2%	3	8	49%[activator]
COC(=O)C(c1ccccc1)C1CCCCN1 (stereo unspecified)	-13%	-4%	.	.	.	.	?
CCOC(=O)c1cc[n+](CC(=O)c2ccc(F)cc2)cc1	17%	2%	-2%	-4%	5	6	-1%
Cc1cc(OCc2ccc(C(=O)NN=C3CCCC3)cc2)ccc1Cl	3%	-4%	-1%	-6%	85*	57*	0%
CC(C)(C)c1cc(NC(=O)c2c(F)cccc2Cl)n(-c2ccccc2)n1	0%	-2%	0%	-29%	4	-3	?
COc1cccc2[nH]c(C(=O)NCC3CCCO3)cc12 (stereo unspecified)	16%	0%	0%	6%	74	14	33%[activator]
Cc1ccc(-n2c(N)c(C(=O)N3CCOCC3)sc2=S)cc1	2%	-25%	-4%	?	3	4	-1%
CC(C)C(NC(=O)c1ccccc1)C(=O)N/N=C\c1ccco1 (stereo unspecified)	4%	-10%	-1%	18%	23	-3	2%
COC(=O)c1ccc(SCC(=O)N2CCC(C)CC2)c([N+](=O)[O-])c1	21%	2%	6%	2%	-11	-5	?
CNS(=O)(=O)c1cccc(C(=O)OCC(=O)C23CC4CC(CC(C4)C2)C3)c1	-20%	-8%	9%	11%	-15	18	.
O=C(/C=C/c1ccccc1)OCCCCN=C1NS(=O)(=O)c2ccccc21	-10%	-3%	2%	-7%	-6	-1	-14%
O=C(CSc1n[nH]c(-c2ccccc2O)n1)N1CCOCC1	51%[activator]	-22%	-13%	18%	14	14	?
CC1=C(C(=O)OCCBr)C(c2cccc3ccccc23)NC(=O)N1 (stereo unspecified)	.	2%	-3%	0%	3	-3	?
CCOc1cc(C2C(C(=O)c3ccccc3)=C(C(=O)OC)Nc3nnnn32)ccc1O (stereo unspecified)	3%	0%	0%	6%&20%	33	23*	?
Cc1nc2ccc(P(=O)(O)O)cc2s1	5%	.	-2%	.	-11	-3	18%
O=[N+]([O-])c1ccccc1NCCNS(=O)(=O)c1ccc(Cl)cc1	45%[activator]	-5%	-1%	5%	-8	3	?
CCOC(=O)c1c(CSc2ccccc2)n(C)c2cc(Br)c(O)c(CN(C)C)c12	9.3µM*	-14%	4%	?	-4	-4	?

The closing 7 compounds of the section before open the next one.
SMILES	Pf growth 48h	TbPYK inhibitor	LmPK inh	HCV inhibitor	Shiga inhibitor	CHX counter	Pf growth 96h
O=C(/C=C/c1ccccc1)OCCCCN=C1NS(=O)(=O)c2ccccc21	-10%	-3%	2%	-7%	-6	-1	-14%
O=C(CSc1n[nH]c(-c2ccccc2O)n1)N1CCOCC1	51%[activator]	-22%	-13%	18%	14	14	?
CC1=C(C(=O)OCCBr)C(c2cccc3ccccc23)NC(=O)N1 (stereo unspecified)	.	2%	-3%	0%	3	-3	?
CCOc1cc(C2C(C(=O)c3ccccc3)=C(C(=O)OC)Nc3nnnn32)ccc1O (stereo unspecified)	3%	0%	0%	6%&20%	33	23*	?
Cc1nc2ccc(P(=O)(O)O)cc2s1	5%	.	-2%	.	-11	-3	18%
O=[N+]([O-])c1ccccc1NCCNS(=O)(=O)c1ccc(Cl)cc1	45%[activator]	-5%	-1%	5%	-8	3	?
CCOC(=O)c1c(CSc2ccccc2)n(C)c2cc(Br)c(O)c(CN(C)C)c12	9.3µM*	-14%	4%	?	-4	-4	?
CN(C)C(=O)C1Cc2ccccc2CN1S(=O)(=O)c1ccc(F)cc1 (stereo unspecified)	8%	5%	0%	-3%	-1	1	4.1µM*
COc1cccc(N2CC(C(=O)Nc3nnc(SCC(=O)NC4CCCC4)s3)CC2=O)c1 (stereo unspecified)	9%	1%	-7%	.	-9	1	-7%
COc1cccc(/C=C2\CCC(C3CCCC3)C2=O)c1 (stereo unspecified)	59%[activator]	2%	-1%	?	84*	51*	40%[activator]
Nn1c(SCc2ccccc2F)nnc1-c1cccnc1	112%[activator]	1%	-6%	8%	75*	40*	124%[activator]
Nc1nnc(SCC(=O)Nc2cc(C(F)(F)F)ccc2N2CCOCC2)s1	5%	1%	2%	?	10	1	.
COc1cc(C=C2C(=O)OC(C)(C)OC2=O)cc(Cl)c1OCC(=O)Nc1ccccc1	37%[activator]	-5%	11%	12%	-6	-2	-2%
O=S1(=O)c2ccccc2C(CCO)N1Cc1ccccc1 (stereo unspecified)	0%	1%	0%	8%	-19&-4	-5&-4	1%
Cc1nn(Cc2ccccc2)c(C)c1C(=O)NCCCN1CCCC1=O	10%	-1%	.	16%	.	.	7%
CN(C)c1ccc(/C=N/N2C(=S)SC(C)(C)C2N(O)C(=O)Nc2ccc([N+](=O)[O-])cc2)cc1 (stereo unspecified)	?	6%	6%	?	29	16	?
N#Cc1nc(-c2ccco2)oc1N1CCc2ccccc2C1	-2%	-18%	-1%	?	91*	25*	35%[activator]
